Screening results from PubChem.
A350 fluor: A350 region autofluorescence; Compound autofluorescence, 340/450 nm, Alexa 350 dye-equivalents; stronger effect = higher value; max dye-equivalent concentration, M; 59,000 tested, 11% active; AID 590; in the data active means max dye-equivalent concentration above about 10 nM
4MU fluor: 4-MU region autofluorescence; compound autofluorescence, 340/450 nm, 4-MU equivalents; stronger effect = higher value; max dye-equivalent concentration, M; 59,000 tested, 11% active; AID 589; in the data active means max dye-equivalent concentration above about 10 nM
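Compounds in 100 mM Tris, pH 8.0, sat 15 min at room temperature before fluorescence was read at 340 nm excitation/450 nm emission; a per-plate six-point 4-MU standard curve converted signals to dye-equivalent concentration at each compound concentration.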
BRCT inh green: blocks human BRCA1 BRCT binding to phosphopeptide, green readout. Potency, µM (highest dose often 76.9 µM), for the others: at the highest dose activity change, negative = inhibition, hits mostly inhibitors. P38398. 75,000 tested, 0.05% active. BRCA1 BRCT-phosphopeptide binding, green fluorescence polarization;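 further: potency means the concentration at half of the fitted maximal effect; plate controls were peptide without protein for full effect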
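Compounds were incubated for 12 min at room temperature with a complex of 100 nM fluorescein-tagged pBACH1 decapeptide and 250 nM His-tagged BRCT protein. Buffer was phosphate pH 7.3 with EDTA, DTT and Tween 20. Disruption of binding lowers the polarization signal.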
HEK293 cAMP ctrl: counter-screen for TSHR agonists: cAMP increase in parental HEK293; parental HEK293 CNG cAMP sensor, membrane potential fluorescence; Potency, µM (highest dose often 57.1 µM), for inactives: top-dose activation, most hits filed as activators; 73,000 tested, 2.5% active; AID 938; further: potency means the concentration at half of the fitted maximal effect; % of control where 0% means no effect; nearly all actives have a fitted effect of over 55% in size
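Parental HEK 293 cells stably expressing a cAMP-gated CNG channel were loaded with membrane potential dye containing 100 uM RO 20-1724 for 60 min. Compound added for 30 min; depolarization read as fluorescence intensity at 590 nm.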
USP2a inhib: blocks human ubiquitin-specific protease USP2a; O75604; USP2a enzymatic assay, qHTS inhibition; Potency, µM (highest dose often 38.3 µM), without a hit: at the top dose activity change, negative = inhibition, usual class: inhibitors; 60,000 tested, 0.1% active;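 further: potency means the concentration at half of the fitted maximal effect; nearly all actives have a fitted effect of over 60% in size; plate controls were DMSO for no effect and NEM full inhibition control for full effect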
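USP2 core (20nM final) preincubated 30 min RT with compound, then Ub-PLA2 20nM and NBD C6-HPC 20uM final added; buffer 20mM Tris-HCl pH 8.0, 2mM CaCl2. Fluorescence Ex 460/Em 535 read at 0 and 2.5 h; normalized to NEM.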
UbGFP stabilizer: inhibits proteasome, raising ubiquitin-GFP reporter fluorescence | AID 526 | Potency, µM (highest dose often 45.9 µM), for the others: top-dose activation (GFP accumulation), most hits filed as activators | Ubiquitin-GFP reporter cells, proteasome inhibition, GFP fluorescence; response scale: untreated = 0%, 10 µM MG-132 = 100% | 67,000 tested, under 10 active; active means well fitted activation curve with a large enough effect, not every such curve was filed as active; further: potency means the concentration at half of the fitted maximal effect
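U2OS cells stably expressing ubiquitin(G76V)-GFP, seeded overnight in 0.5% FBS medium, were exposed to compounds (qHTS, 46 uM to 2.9 nM) for 4 hr at 37 °C. GFP-positive cells were counted by laser cytometry (488 ex/515 em), normalized between basal and 10 uM MG-132.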
Casp1 inh: blocks human caspase-1 allosterically or competitively; P29466; Caspase-1 enzyme, Ac-WEHD-AFC fluorogenic rate; Potency, µM (highest dose often 57.5 µM), for the others: top-dose activity change, negative = inhibition, most hits filed as inhibitors; 75,000 tested, 0.03% active; AID 900;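 further: potency means the concentration at half of the fitted maximal effect; plate controls were vehicle for no effect and no substrate for full effect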
Target sequence (P29466 120-297 limits assumed): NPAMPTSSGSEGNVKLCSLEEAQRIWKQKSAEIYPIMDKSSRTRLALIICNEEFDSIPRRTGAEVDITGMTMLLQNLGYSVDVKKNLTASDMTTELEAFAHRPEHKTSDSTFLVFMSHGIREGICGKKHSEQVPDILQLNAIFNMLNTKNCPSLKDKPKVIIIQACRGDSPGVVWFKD
Target sequence (P29466 317-404 limits assumed): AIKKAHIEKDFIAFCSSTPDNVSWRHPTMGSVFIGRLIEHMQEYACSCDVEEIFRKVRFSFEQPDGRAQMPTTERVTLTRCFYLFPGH
Epigenetic mod: epigenetic modulators derepressing GFP locus in mouse cells | 68,000 tested, 0.09% active | AID 597 | mouse C127i GFP locus derepression, cytometry, 30 h | Potency, µM (highest dose often 46.1 µM), inactives show top-dose GFP derepression (activation); further: % of control where 0% means no effect
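Derepression screen: silenced CMV-GFP reporter in murine C127i cells, 30 h compound incubation at 37 C, washed cells imaged by laser-scanning cytometer to enumerate GFP-expressing objects of 20 to 120 um.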
Casp7 inh: allosteric or competitive inhibitors of human caspase-7; recombinant caspase-7, Ac-DEVD-AFC fluorescence rate; AID 889; P55210; Potency, µM (series often up to 57.5 µM), without a hit: top-dose activity change, negative = inhibition, actives largely listed as inhibitors; 75,000 tested, 0.02% active; active means well fitted inhibition curve with a large enough effect in the main read-out, with a control signal flat, not every such curve was filed as active; further: potency means the concentration at half of the fitted maximal effect; % of control where 0% means no effect
Target sequence (P55210 24-198 limits assumed): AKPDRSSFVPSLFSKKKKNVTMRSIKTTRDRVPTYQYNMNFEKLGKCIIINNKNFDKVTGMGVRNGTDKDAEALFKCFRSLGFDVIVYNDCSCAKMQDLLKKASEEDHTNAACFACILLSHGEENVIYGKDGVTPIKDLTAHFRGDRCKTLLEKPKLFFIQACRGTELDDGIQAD
Target sequence (P55210 207-303 limits assumed): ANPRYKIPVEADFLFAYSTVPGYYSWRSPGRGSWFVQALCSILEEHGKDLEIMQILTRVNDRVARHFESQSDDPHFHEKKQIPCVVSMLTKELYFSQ
Fluorescein fluor: compound fluoresces in the fluorescein spectral region; Compound autofluorescence, 480/540 nm, fluorescein-equivalent; stronger effect = higher value; max fluorescein-equivalent concentration, M; 59,000 tested, 0.91% active; AID 593; in the data active means max fluorescein-equivalent concentration above about 10 nM
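In this qHTS profile, compound fluorescence was measured with a 480 nm/540 nm filter pair following a 15-min room-temperature incubation in 100 mM Tris (pH 8.0). A six-point fluorescein series on each plate served for normalization.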
BRCT inh red: inhibitors of human BRCA1 BRCT-phosphoprotein interaction (red fluorophore); 75,000 tested, 0.03% active; BRCT-phosphopeptide binding, red fluorescence polarization; P38398; Potency, µM (doses to about 76.9 µM), for the others: top-dose activity change, negative = inhibition, most hits filed as inhibitors; AID 892; further: on the % scale 0 is the no-effect control and ±100 the full control effect
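Fluorescence polarization: 100 nM His-tagged BRCA1 BRCT with 100 nM TAMRA-labelled phospho-BACH1 decapeptide, phosphate buffer pH 7.3 with 150 mM NaCl, DTT, 0.01% Tween 20; 12 min RT. Binding inhibition seen as FP decrease.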
Numbers without * were called inactive; i = inactive; nt = not tested or not shown; [ ] = another dose, or the depositor's remark. Unless noted, the call rests on the fitted dose curve; in most records, active means well fitted curve in the direction sought with a large enough effect; inconclusive means small, poorly fitted or top-dose-only effect, or another doubt; inactive means no such curve, though single readings can be large; an effect the other way counts as inactive or inconclusive. An excerpt (hit frequency here may not be typical).

[1] CC(=NCC1CCCO1)c1c(O)n(-c2ccc(Cl)cc2)c(=O)[nH]c1=O (configuration not stated)
[2] Cc1ccc(C2N(c3cc(C)on3)C(=O)C3CCCN32)cc1 (configuration not stated)
[3] CC(=NCCN1CCOCC1)c1c(O)n(C2CCCCC2)c(=O)[nH]c1=O
[4] CC(C)(O)C1C2OC(=O)C1[C@]1(O)CC3O[C@@]34C(=O)OC2[C@@]14C (some centres not stated)
[5] Cn1c(=O)cc(OCC(=O)N2CCN(C3CCCCC3)CC2)c2ccccc21
[6] CCOc1ccccc1N=C1SCCCN1C
[7] C=CCN1C[C@H](C)N([C@H](c2ccc(C(=O)N(CC)CC)cc2)c2cccc(O)c2)C[C@H]1C
[8] CC1(C)C2CC=C(CN3CCOCC3)C1C2 (configuration not stated)
[9] CCCCc1nc2ccccc2c(=O)n1-c1ccc(O)cc1
[10] Nc1ncn[nH]1
[11] O=C(Cc1ccc(Br)cc1)N1CCN(Cc2ccccc2)CC1

| Screen / compound no. | 1 | 2 | 3 | 4 | 5 | 6 | 7 | 8 | 9 | 10 | 11 |
| --- | --- | --- | --- | --- | --- | --- | --- | --- | --- | --- | --- |
| A350 fluor | i | i | i | nt | nt | i | nt | i | i | nt | nt |
| 4MU fluor | i | i | i | nt | nt | i | nt | i | i | nt | nt |
| BRCT inh green | -1.9% | 0.2% | -0.1% | -1.3%[3.08 µM] | 0.7% | 1.0% | -2.5% | -2.4% | -0.4% | -2.1%[3.08 µM] | -1.6% |
| HEK293 cAMP ctrl | 1% | 13% | 0% | nt | 1% | 12% | 13% | 1% | 15% | nt | 8% |
| USP2a inhib | 1% | 2% | 6% | -2% | nt | -3% | nt | 1% | 10% | -1% | 30% |
| UbGFP stabilizer | 2% | -2% | 14% | nt | -6% | -1% | -5% | -4% | 7% | nt | -3% |
| Casp1 inh | 0% | -1% | -2% | 0% | -5% | 4% | 0% | 1% | -1% | 2% | 1% |
| Epigenetic mod | 2% | 1% | 0% | nt | -2% | 4% | 1% | 0% | -3% | nt | 0% |
| Casp7 inh | 0% | -1% | -15% | 1% | -1% | 0% | -1% | 1% | -1% | 1% | -3% |
| Fluorescein fluor | i | i | i | nt | nt | i | nt | i | i | nt | nt |
| BRCT inh red | -0.7% | -1.0% | 1.3% | -1.1% | 0.0% | -1.3% | 0.4% | 0.4% | 1.1% | -0.5% | 0.9% |

A draw from above in order of length of the SMILES, rising.
[9] CCCCc1nc2ccccc2c(=O)n1-c1ccc(O)cc1
[2] Cc1ccc(C2N(c3cc(C)on3)C(=O)C3CCCN32)cc1 (configuration not stated)
[5] Cn1c(=O)cc(OCC(=O)N2CCN(C3CCCCC3)CC2)c2ccccc21

| Screen / compound no. | 9 | 2 | 5 |
| --- | --- | --- | --- |
| A350 fluor | i | i | nt |
| 4MU fluor | i | i | nt |
| BRCT inh green | -0.4% | 0.2% | 0.7% |
| HEK293 cAMP ctrl | 15% | 13% | 1% |
| USP2a inhib | 10% | 2% | nt |
| UbGFP stabilizer | 7% | -2% | -6% |
| Casp1 inh | -1% | -1% | -5% |
| Epigenetic mod | -3% | 1% | -2% |
| Casp7 inh | -1% | -1% | -1% |
| Fluorescein fluor | i | i | nt |
| BRCT inh red | 1.1% | -1.0% | 0.0% |

Record cards, as listed above. Screens in order: A350 fluor | 4MU fluor | BRCT inh green | HEK293 cAMP ctrl | USP2a inhib | UbGFP stabilizer | Casp1 inh | Epigenetic mod | Casp7 inh | Fluorescein fluor | BRCT inh red
`C=CCN1C[C@H](C)N([C@H](c2ccc(C(=O)N(CC)CC)cc2)c2cccc(O)c2)C[C@H]1C` is listed as nt | nt | -2.5% | 13% | nt | -5% | 0% | 1% | -1% | nt | 0.4%
`O=C(Cc1ccc(Br)cc1)N1CCN(Cc2ccccc2)CC1` is listed as nt | nt | -1.6% | 8% | 30% | -3% | 1% | 0% | -3% | nt | 0.9%
